# Screens as filed in PubChem.
# Furin inhibitor – human furin inhibitors, primary screen, biochemical, fluorescence intensity; P09958; 220,000 tested, 0.061% active; purified furin, fluorogenic substrate cleavage; AID 463115, 2010; inhibition, % at 30 µM; in the data active = inhibition above about 25%; note: inactives centre near -15
# Ba/F3 V617F tox – reduced viability of JAK2V617F-dependent Ba/F3 cells, primary screen, JAK2V617F inhibitor project, cell-based, Ba/F3 EpoR-JAK2V617F, luminescence | ATP luminescence | inhibition, % at 5.6 µM | 220,000 tested, 1.1% active;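 active = inhibition above the campaign mean plus 3 SD over all tested compounds, cut at about 24% in these data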;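 note: cytokine-independent growth of Ba/F3 cells driven by EpoR plus mutant JAK2; 0% = DMSO-treated cells and 100% = JAK inhibitor I control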
# p47phox inh – p47phox/p22phox peptide binding inhibitors, primary screen, biochemical, uHTS, NADPH oxidase regulatory subunit. Neutrophil cytosol factor 1 (Homo sapiens), P14598. fluorescence polarization, 2 h. inhibition, % at 24.7 µM. 220,000 tested, 0.53% active. AID 1274, 2008;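 active = inhibition above about 30%, limit read from the data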;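 note: 0% = p47phox with labelled peptide and 100% = labelled peptide alone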
# Tb hexokinase – Trypanosoma brucei hexokinase 1 inhibitors, primary screen, biochemical, G6PDH-coupled NADH absorbance, MLSCN library; hexokinase 1 [Trypanosoma brucei]; recombinant TbHK1, G6PDH-coupled NADH A340; inhibition, % at 10 µM; 220,000 tested, 0.11% active; AID 1430, 2008;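 active = inhibition of 50% or more in the single-dose primary screen; inactive = inhibition below 50%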
# PPC-1+TRAIL kill – compounds killing PPC-1 cancer cells with TRAIL present, primary screen, TRAIL potentiator project, ATPLite luminescence, uHTS; PPC-1 cells + TRAIL, ATPLite viability luminescence; 220,000 tested, 0.41% active; cell killing (% activity), % at 4 µM;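 active = cell killing above 50% in the first pass at 4 µM, then a duplicate retest at 5 µM averaging 50% or more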;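 note: plate controls were cells with TRAIL plus DMSO for no effect and medium-only wells lacking cells for full effect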
# p97 inhibitor – inhibitors of human p97 ATPase, primary screen, biochemical. Transitional endoplasmic reticulum ATPase (Homo sapiens), P55072. recombinant p97 ATPase, Kinase-Glo ATP luminescence, 3 h. inhibition, % at 8 µM. 220,000 tested, 0.42% active; in the data active = inhibition above about 15%;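 note: 0% = DMSO vehicle and 100% = wells lacking enzyme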
# Target sequence (P55072 whole entry, looked up): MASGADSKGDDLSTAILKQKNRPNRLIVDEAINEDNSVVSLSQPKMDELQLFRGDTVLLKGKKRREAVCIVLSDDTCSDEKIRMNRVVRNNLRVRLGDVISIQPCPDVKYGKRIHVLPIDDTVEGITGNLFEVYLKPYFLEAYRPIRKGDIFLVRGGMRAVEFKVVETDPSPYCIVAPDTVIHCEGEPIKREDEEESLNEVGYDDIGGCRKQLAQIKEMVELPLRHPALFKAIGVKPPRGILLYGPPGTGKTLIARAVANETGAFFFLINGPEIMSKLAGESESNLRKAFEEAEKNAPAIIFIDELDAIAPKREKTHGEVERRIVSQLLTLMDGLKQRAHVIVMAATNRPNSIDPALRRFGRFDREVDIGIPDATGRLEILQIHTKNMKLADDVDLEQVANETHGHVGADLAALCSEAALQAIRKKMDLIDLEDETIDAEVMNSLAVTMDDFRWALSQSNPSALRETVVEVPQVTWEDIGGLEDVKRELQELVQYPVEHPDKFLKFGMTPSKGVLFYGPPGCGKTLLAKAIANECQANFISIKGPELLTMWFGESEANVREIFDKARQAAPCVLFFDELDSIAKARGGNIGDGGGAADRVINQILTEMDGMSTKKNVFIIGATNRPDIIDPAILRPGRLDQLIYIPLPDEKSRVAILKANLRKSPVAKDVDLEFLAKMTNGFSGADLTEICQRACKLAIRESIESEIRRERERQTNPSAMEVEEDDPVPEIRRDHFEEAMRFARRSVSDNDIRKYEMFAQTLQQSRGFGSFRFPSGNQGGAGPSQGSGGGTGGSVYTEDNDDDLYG
# EP2 antag – human EP2 receptor antagonists, primary screen, TR-FRET cAMP, C6 glioma cells. Prostaglandin E2 receptor EP2 subtype (Homo sapiens), P43116. inhibition, % at 25 µM. C6 glioma cells expressing human EP2; cells stimulated with saturating PGE2. 260,000 tested, 0.52% active;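 active = percent inhibition above 40 after rounding to a whole number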;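 note: rat C6 glioma host cells with rolipram phosphodiesterase inhibitor present; the protocol text gives 20 µM as final concentration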
# RBBP9 inh – human RBBP9 inhibitors, primary screen, biochemical, fluorescence polarization, FP-Rh probe, HTS | inhibition, % at 7.94 µM | 220,000 tested, 0.2% active | AID 1515, 2009 | recombinant RBBP9;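 active = inhibition above the campaign mean of all tested compounds plus 3 SD, cut at about 14% in these data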;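 note: plate controls were DMSO wells with RBBP9 for no effect and wells lacking RBBP9 protein for full effect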
# Target sequence (O75884 whole entry, looked up): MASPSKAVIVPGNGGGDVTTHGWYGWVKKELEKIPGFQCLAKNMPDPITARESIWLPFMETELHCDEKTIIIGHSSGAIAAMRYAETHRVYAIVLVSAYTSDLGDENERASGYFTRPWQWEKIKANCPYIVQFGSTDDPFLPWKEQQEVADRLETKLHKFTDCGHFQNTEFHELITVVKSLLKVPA
#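 Test system – recombinant human RBBP9 · Input – RBBP9 2.5 µM in dispensing solution, pre-mixing · Medium – Tris buffer pH 8.0, NaCl, Pluronic · Schedule – preincubation 30 min plus labeling 45 min at 25 °C · Measured by – fluorescence polarization · Measure – % inhibition · Controls – DMSO and no-protein wells · Replicates – one well per compound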
# BaF3 tox – parental Ba/F3 cell viability inhibition, counter-screen for JAK2V617F inhibitor project, murine pro-B, CellTiter-Glo luminescence; CellTiter-Glo ATP luminescence; inhibition, % at 5.6 µM; 220,000 tested, 1.1% active; AID 1486, 2009;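 active = inhibition above a per-campaign cutoff, the mean inhibition of all tested compounds plus 3 SD, cut at about 27% in these data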;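 note: 0% = DMSO wells and 100% = JAK Inhibitor I control wells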
# Starred values were filed as active, the others as inactive; · = not tested or not shown; [ ] = dose if it differs, or a comment. Some of the compounds tested, so the mix of outcomes need not match the whole.
SMILES,Furin inhibitor,Ba/F3 V617F tox,p47phox inh,Tb hexokinase,PPC-1+TRAIL kill,p97 inhibitor,EP2 antag,RBBP9 inh,BaF3 tox
CCN1C(=O)c2ccc(C(=O)NCc3ccc4c(c3)OCO4)cc2C1=O,-19[20 µM],1,4,3,5,-3,6,-2,5
O=C(CN(C(=O)C1CSC(=O)C1)c1ccccc1F)NCc1ccc2c(c1)OCO2 (stereo unspecified),-23,-1,-30,0,-14,3,7,-4,6
Nc1ncnc2nc(SCCN3CCCCC3)[nH]c12,-16[20 µM],3,-8,1,8,0,·,-13,6
Cc1ccc(C)c(N2CCN(C(=O)Nc3ccc4c(c3)N(C)C(=O)CS4)CC2)c1,-9,6,-81,8,24,-1,5,-3,6
COC(=O)c1c(C)oc(C)c1S(=O)(=O)NCc1ccco1,-16,-6,-6,-3,14,8,12,9,2
COc1ccc(S(=O)(=O)N2CCCC(C(=O)NCc3ccc4c(c3)OCO4)C2)cc1 (stereo unspecified),-18,1,-5,-8,-28,0,7,-9,-2
Cc1ccc(CNc2ccc(CNc3ncn[nH]3)cc2)cc1,-21[20 µM],-2,3,1,-10,2,1,2,5
CN(CCO)S(=O)(=O)c1ccc2c(c1)C(=NO)c1cc(S(=O)(=O)N(C)CCO)ccc1-2,-21,-1,-10,-4,10,1,4,-58,6
O=C(COc1ccc(/C=N/NC(=O)C(=O)N2CCCCCC2)cc1)Nc1ccccc1Cl,-4,2,-10,0,-13,-3,7,2,9
Cc1ccc(C(=O)COC(=O)c2n[nH]c(=O)c3ccccc23)cc1,-12[20 µM],-5,-12,-8,-6,2,8,-9,-1
C=CCSc1nc2ccccc2c(=O)n1C1CCOC(C)(C)C1 (stereo unspecified),-13,-3,-7,-19,13,-2,5,-8,-3
Cc1ccccc1Cn1cc(C)c(=O)[nH]c1=O,-19,-4,13,-5,6,7,4,0,2
O=C(O)c1cn(Cc2ccccc2Cl)c2ccc(S(=O)(=O)N3CCOCC3)cc2c1=O,-16,-2,4,-18,12,3,5,-6,3
Cc1ccc(C)c(N2CN(Cc3cccnc3)CNC2=S)c1,-2,-2,-2,6,7,1,3,-1,1
O=C(Cn1[nH]c(=O)c2ccccc2c1=O)NC1CCCCCC1,-15[20 µM],2,-9,36,13,-6,6,-6,5
CCSCCOC(=O)C1=C(C)NC(=O)NC1c1ccc2c(c1)OCO2 (stereo unspecified),-9,-1,-14,7,19,-1,11,1,5
Cc1cc2c(cc1C)NC1=C(N2)OC(c2cccc(O)c2)C1=O (stereo unspecified),-2,-2,-1,-34,-7,0,7,2,-3
O=C(O)CSc1nc2sc3c(c2c(=O)n1-c1ccccc1)CCC3,-18,-3,-10,-19,-6,5,7,-8,0
O=C(Cn1cc(Cl)ccc1=O)c1ccc(Cl)cc1,-7,3,6,-1,8,-6,2,-10,7
CC#CCN(CC#CC)S(=O)(=O)c1ccc(S(=O)(=O)N2CCOCC2)cc1,2,0,194*,3,5,-6,5,-5,5
CCCCC1=CC2=C(c3ccco3)C(=O)C(C)(OC(=O)c3ccc(OC)cc3)C(=O)C2=CN1CC(C)C (stereo unspecified),-24,·,-2,-13,17,·,10,·,·
COc1cccc(OC)c1Oc1ccc(C(F)(F)F)cn1,-11[20 µM],4,0,0,-1,-1,6,-4,5
CCOC(=O)c1nn(-c2ccc(F)cc2)c2c1CC/C2=C/c1ccccc1,-21,0,-3,-5,24,4,6,-8,8
O=C(c1cc(-c2cccs2)nc2ccccc12)N1CCN(S(=O)(=O)c2cccc(F)c2)CC1,-17[20 µM],2,-19,-26,8,-5,1,-17,3
Fc1ccc(CNC(=S)Nc2ccc(Cl)cc2)cc1,-26,0,-19,-1,-18,-9,22,-3,2

# Records listed above shown as hits in p47phox inh.
Compound,Furin inhibitor,p47phox inh,Tb hexokinase,p97 inhibitor,RBBP9 inh
CC#CCN(CC#CC)S(=O)(=O)c1ccc(S(=O)(=O)N2CCOCC2)cc1,2,194*,3,-6,-5

# Remaining list, next part:
SMILES,Furin inhibitor,Ba/F3 V617F tox,p47phox inh,Tb hexokinase,PPC-1+TRAIL kill,p97 inhibitor,EP2 antag,RBBP9 inh,BaF3 tox
COc1ccc(N(CC(=O)Nc2ccccc2SC)S(C)(=O)=O)cc1OC,-22[20 µM],1,6,-5,-2,1,1,-3,5
Cc1cccc(C)c1NS(=O)(=O)c1ccc2c(c1)C(=O)c1ccccc1C2=O,-23,-1,-13,0,7,-2,11,-7,11
Cc1nc2c(=O)n(-c3ccc(F)c(Cl)c3)nc(C)c2s1,-9,-4,2,-7,-3,13,16,-7,5
CC(CCc1ccccc1)NC(=O)C1CCN(C(=O)c2sccc2-n2cccc2)CC1 (stereo unspecified),-13,0,-5,-3,18,-3,9,0,11
COc1ccc(S(=O)(=O)N(C)CC(=O)N2CCC(C(N)=O)CC2)cc1Cl,-15,-1,-4,6,16,-1,7,-8,2
CCOc1ccc(/C(O)=C2/C(=O)C(=O)N(c3ncccn3)C2c2ccccc2)cc1 (stereo unspecified),-13,1,-17,-16,31,3,16,-4,2
COc1ccc(C(=S)N2CCOCC2)cc1OS(=O)(=O)c1ccccc1[N+](=O)[O-],-21,-5,-7,-5,4,2,5,-7,-5
Cc1cccc2c1-c1sc(C(=O)N3CCc4ccccc4C3)cc1CO2,-43,-4,-14,-1,2,10,12,-8,0
O=S(=O)(NCC1OCCc2ccccc21)c1ccccc1 (stereo unspecified),-26[20 µM],-2,-15,3,5,3,6,5,1
O=C(NCCc1ccccc1)C1CCN(C(=O)NCc2ccccc2)CC1,-12[20 µM],-1,2,0,-2,4,1,5,-3
CNS(=O)(=O)c1ccc(NC(=O)c2ccccn2)cc1,-18,-2,-11,35,25,3,5,0,3
COC(=O)Cc1ccc(NC(=O)c2ccc(C)c(C)c2)cc1,-15[20 µM],-2,1,4,14,4,11,-7,0
COc1ccc(OC)c(-n2c(-c3ccccc3)n[nH]c2=S)c1,-6[20 µM],3,-2,2,10,1,6,-2,5
COC(=O)/C=C1/N/C(=N\c2nc(C)cc(C)n2)N(c2cccc(C)c2)C1=O,-7,3,-11,-36,26,0,14,-2,8
O=C(CSc1nnc(COc2ccccc2F)n1-c1ccccc1)NCc1ccco1,-27[20 µM],-1,-16,2,30,2,18,-27,0
O=C(CSc1nnc2scc(-c3ccccc3)n12)c1ccc2c(c1)OCCO2,-27,-1,1,-7,27,-8,4,-8,6
Cc1c(-c2cccc(Cl)c2)nc2ccccc2c1C(=O)OC/C(O)=C(\C#N)c1nc2ccccc2[nH]1,-16,0,-99,-4,12,8,1,1,0
COc1ccc(C)cc1-n1nnnc1SCC(=O)Nc1cccnc1Cl,-2,4,-9,38,24,-5,2,-5,15
COc1ccc(-n2c(=O)c3ccccc3n(CC(=O)NC3CCCC3)c2=O)cc1,-11,0,0,-3,20,-2,8,-4,1
CCOC(=O)c1c(C)nc(C(Cl)(Cl)Cl)nc1N,-8,2,-9,6,8,-3,5,-5,4
COCCN1Cc2cccc(C(=O)N3CCN(c4cc(C)ccc4C)CC3)c2C1=O,-34,-3,-2,-14,-2,-3,5,-10,1
NS(=O)(=O)c1cccc(NC(=O)CCSc2ccc(Cl)cc2)c1,-17,-4,0,9,20,5,7,-4,4
CCOP(=O)(OCC)/C(=N/OC(=O)c1ccc(OC)cc1)C(N)=O,-24,-1,-14,-2,6,5,7,-11,-2
CCn1cc(CNC(=O)CCc2nnc(CCC3CCCCC3)o2)cn1,-19,1,0,5,·,-6,6,-5,7
N/C(=N\OC(=O)c1ccc(F)cc1)c1ccccc1,-25,-4,-3,0,6,2,·,-4,3

# Results in p47phox inh and p97 inhibitor, for seven of the compounds above:
SMILES | p47phox inh | p97 inhibitor
Cc1cccc2c1-c1sc(C(=O)N3CCc4ccccc4C3)cc1CO2 | -14 | 10
O=S(=O)(NCC1OCCc2ccccc21)c1ccccc1 (stereo unspecified) | -15 | 3
O=C(NCCc1ccccc1)C1CCN(C(=O)NCc2ccccc2)CC1 | 2 | 4
CNS(=O)(=O)c1ccc(NC(=O)c2ccccn2)cc1 | -11 | 3
COC(=O)Cc1ccc(NC(=O)c2ccc(C)c(C)c2)cc1 | 1 | 4
COc1ccc(OC)c(-n2c(-c3ccccc3)n[nH]c2=S)c1 | -2 | 1
COC(=O)/C=C1/N/C(=N\c2nc(C)cc(C)n2)N(c2cccc(C)c2)C1=O | -11 | 0

# Rewritten with two lines to a compound: entries from further up.
# Each structure is followed by: Furin inhibitor, Ba/F3 V617F tox, p47phox inh, Tb hexokinase, PPC-1+TRAIL kill, p97 inhibitor, EP2 antag, RBBP9 inh, BaF3 tox
- COc1ccc(C(=S)N2CCOCC2)cc1OS(=O)(=O)c1ccccc1[N+](=O)[O-]
 : -21, -5, -7, -5, 4, 2, 5, -7, -5
- Cc1cccc2c1-c1sc(C(=O)N3CCc4ccccc4C3)cc1CO2
 : -43, -4, -14, -1, 2, 10, 12, -8, 0
- O=S(=O)(NCC1OCCc2ccccc21)c1ccccc1 (stereo unspecified)
 : -26[20 µM], -2, -15, 3, 5, 3, 6, 5, 1

# Continued:
SMILES,Furin inhibitor,Ba/F3 V617F tox,p47phox inh,Tb hexokinase,PPC-1+TRAIL kill,p97 inhibitor,EP2 antag,RBBP9 inh,BaF3 tox
CCc1cccc(C)c1NC(=O)COC(=O)c1ccc2c(c1)S(=O)(=O)c1ccccc1C2=O,1,5,2,9,17,-3,6,4,8
Fc1cccc(CSc2nnc3c(n2)[nH]c2ccccc23)c1,-24,-3,5,-10,9,6,7,2,-5
Cc1c(Cl)c(C(=O)N2CCCc3ccccc32)nn1C,-16[20 µM],-3,-6,2,9,1,16,0,-1
O=C(/C=C/c1cccc2ccccc12)NCCC1=CCCCC1,-27[20 µM],0,1,-1,6,-2,·,-8,8
CC(C)(C)n1nnnc1C(c1cccs1)N1CCN(C(=O)c2ccco2)CC1 (stereo unspecified),-27[20 µM],3,-9,0,8,-4,0,-13,5
CCOc1cc(NC(=S)NCC2CCCO2)c(OCC)cc1NC(=O)c1ccc(F)cc1 (stereo unspecified),-35,0,0,-2,16,2,6,-6,4
COc1cccc(C2C(C(=O)c3cccs3)=C(O)C(=O)N2c2cc(C)on2)c1 (stereo unspecified),-20,1,-8,-28,12,4,22,0,1
